Screening data deposited in PubChem by Fisher Drug Discovery Resource Center.
hcGAS inh – blocks human cGAS activity. 290,000 compounds, 0.081% hits. AID 1259398. inhibition, % at 12.5 µM. recombinant h-cGAS, ATP depletion, Kinase-Glo luminescence;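 further: 0% = vehicle reaction and 100% = reaction without DNA for no activity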
Target sequence (Q8N884 whole entry, looked up): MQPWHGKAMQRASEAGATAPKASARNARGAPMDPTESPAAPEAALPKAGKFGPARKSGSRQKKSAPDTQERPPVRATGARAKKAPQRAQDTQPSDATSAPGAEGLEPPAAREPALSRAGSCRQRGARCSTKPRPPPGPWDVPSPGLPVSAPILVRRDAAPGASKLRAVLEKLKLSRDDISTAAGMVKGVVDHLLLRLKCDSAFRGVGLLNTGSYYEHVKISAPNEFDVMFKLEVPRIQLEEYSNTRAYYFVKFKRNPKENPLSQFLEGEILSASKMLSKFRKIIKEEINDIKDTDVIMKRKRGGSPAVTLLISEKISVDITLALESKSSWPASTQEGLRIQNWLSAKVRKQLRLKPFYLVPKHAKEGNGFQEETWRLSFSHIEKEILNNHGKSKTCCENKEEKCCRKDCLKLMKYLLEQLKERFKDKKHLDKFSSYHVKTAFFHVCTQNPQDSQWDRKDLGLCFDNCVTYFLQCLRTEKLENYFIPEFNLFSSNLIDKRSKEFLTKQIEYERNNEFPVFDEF
mcGAS lum – mouse cGAS inhibition by luminescence; 160,000 compounds, 0.15% hits; AID 1259399; inhibition, % at 12.5 µM; recombinant cGAS, Kinase-Glo ATP depletion luminescence;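 further: 0% = negative control wells and 100% = reference inhibitor with no enzyme activity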
NPYLR7 agonist – mosquito NPYLR7 agonism | HEK293T NPYLR7/Galpha15, GCaMP6s calcium fluorescence | activation, % at 10 µM | 270,000 compounds, 0.15% hits | AID 1259423; in the data active means activation above about 40%;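 further: 0% = vehicle and 100% = reference agonist at the receptor; some compounds past the cut are filed as inactive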
Starred values were filed as active, the others as inactive; . = no result given; & = joins results of further samples. Unless noted, no stated cut-off is given here; in the data, active means inhibition above about 40%; inactive means the rest.

SMILES	hcGAS inh	mcGAS lum	NPYLR7 agonist
CCOC(=O)C1(Cc2cccc(OC)c2)CCCN(Cc2cccn2-c2nccs2)C1 (centres undefined)	-11.3&-0.5	-2.0	7.6&6.6
COC(=O)c1ccc(CSc2nc3c(c(=O)n2-c2ccc(OC)cc2)SCC3)o1	5.1	-2.2	0.4
Cc1cc(F)ccc1Oc1cc(N2CCN(C(=O)c3ccc([N+](=O)[O-])cc3)C(C)C2)ncn1 (centres undefined)	-13.8	-3.6	5.6
Cc1nc(C)c(C)c(N(C)CC2(N3CCOCC3)CCCCC2)n1	-14.5	-6.6	.
O=c1cc(O)c2sc3nc(-c4cccs4)cc(-c4ccc(F)cc4)c3c2[nH]1	-1.5	-3.2	-3.6
COc1ccc(NC(=O)C(Cc2ccccc2)N2CC3=C(C2=O)C(c2ccc(Cl)cc2)NC(=O)N3C)cc1 (centres undefined)	-6.0	-5.1	1.4
COCc1cc(N2CCOCC2)nc(SCc2ccc(C(=O)N3CCN(C)CC3)cc2)n1	-4.0	-4.1	5.9
CNC(=O)CSc1nnc(N2CCN(C(=O)c3c(F)cccc3Cl)CC2)s1	0.1	-5.5	-12.8
O=C(NCCn1ncccc1=O)c1cccc(F)c1	-10.1	.	1.6
Cc1ccc(NC(=O)N(CCCN2CCOCC2)C2CCS(=O)(=O)C2)cc1 (centres undefined)	-2.0	.	0.3
Cc1cc(C)c(NC(=O)CN(C)C(C)c2nc3ccccc3s2)c(C)c1 (centres undefined)	4.2	.	16.2
COc1ccc(C=C2N=C(c3cc(C)cc(C)c3)OC2=O)cc1OC	-4.9	-8.8	0.4
CCNC(=O)N(Cc1cccc(C(F)(F)F)c1)CC1CC(c2ccccc2Cl)=NO1 (centres undefined)	-1.6	-4.4	-3.3
COc1ccccc1Nc1ncccc1C(=O)N1CC(C)OC(C)C1 (centres undefined)	-12.8	.	2.1
COc1cccc(C(=O)N2CCC(C(NC(=O)c3ccc(F)cc3)C(=O)NC3CC3)CC2)c1 (centres undefined)	-6.0	-7.1	6.2
CC(=O)NCCNC(=O)C1Cc2c(-c3ccccc3)ccnc2O1 (centres undefined)	-4.8	-7.2	4.5
CN(C)[C@H]1CN(C(=O)CN2CCCC2=O)C[C@@H]1C1CC1	-1.7	-3.9	.
CCOC(=O)[C@@H]1CN2CCN(C(=O)c3ccco3)C[C@@H]2[C@H]1c1ccccc1	-9.6	-1.7	6.1
COC(=O)c1sccc1S(=O)(=O)N[C@@H]1CC[C@@H](N)C1	1.5	.	2.1
CCOC(=O)c1c(C)[nH]c(C(=O)OCc2c(C)noc2C)c1C	-11.1	.	3.2
CCOc1ccc(OCC(=O)NCc2nnnn2-c2ccc(OCC)cc2)cc1	-3.7	-5.0	7.0
CC(CCc1ccco1)NC(=O)c1cccc(S(=O)(=O)N(C)C)c1 (centres undefined)	-2.9	.	-9.8
Cn1ccc2cc(-c3ccc(Cl)c(Cl)c3)cnc21	-1.6	.	7.3
Cc1occc1C(=O)NC(c1ccc(F)cc1)C(C)C (centres undefined)	1.8	-1.5	-3.6
O=C(Nc1ccccc1)Nc1nc(C23CC4CC(CC(C4)C2)C3)cs1	1.3	.	-2.9
Cc1noc2ncc(C(=O)NCC(C(C)C)N3CCCCCC3)cc12 (centres undefined)	3.4	.	0.7
Cc1cn2c3c(=O)n(Cc4ccc(F)cc4)c(=O)n(C)c3nc2n1CCCn1ccnc1	3.7	-6.4	6.9
CCOc1ccc(N2C(=O)CC(Sc3nc4c(cc3C#N)CCCCC4)C2=O)cc1 (centres undefined)	-3.9	-3.0	-7.1
CC1CCC2(CC1)NC(=O)N(NC(=O)CSc1nnnn1C1CC1)C2=O (centres undefined)	-5.6	.	1.0
O=C(c1ccc(NCC2CCCCO2)nc1)N1CCC(Cn2cccn2)CC1 (centres undefined)	-12.3	-14.2	23.6
O=C(NCCNc1nc(C2CC2)nc2cc(Cl)ccc12)Nc1ccc(F)cc1F	-4.1	-3.7	10.9
CCc1cccc2c(C(CC(=O)NC(C)CCc3ccccc3)c3cccc4c3OCO4)c[nH]c12 (centres undefined)	-10.9	-8.0	.
Cn1ncnc1NC(=O)Cc1cccc(Cl)c1	-10.7	.	-10.5
CC1=CC[C@@H]2CN(C(=O)c3cccc(S(C)(=O)=O)c3)C[C@@H]2C1	-5.0	.	1.2
COc1ccc(-c2cc(C(F)(F)F)n3ncc(C(=O)Nc4sc5c(c4C#N)CCCCC5)c3n2)cc1	-4.3	-7.0	26.9
Cc1nc(C(C)C)ncc1C(=O)NCc1cccnc1-n1ccnc1	-3.0	-17.0	.
O=C(Nc1nc2c(s1)CCCC2)c1cccs1	-5.2	.	8.4
O=C(CCc1ccccn1)NC1CCCN(CCc2ccccc2)C1 (centres undefined)	-10.6	.	8.9
COC(=O)c1ccc(NC(=O)CCc2c(C)nn(-c3nc(C)cc(=O)[nH]3)c2C)cc1	-7.0	.	0.3
Cc1ccc(S(=O)(=O)N2CC(=O)OC(Cn3c4ccccc4c4ccccc43)C2)cc1 (centres undefined)	-4.7	-5.7	-0.5
Cc1cc(C(=O)N2CCN(c3cccc(C(F)(F)F)c3)CC2)nc2cc(C(C)(C)C)nn12	-9.3&-7.3	-8.8&-8.1	-4.5&8.9
COc1ccc(-c2cc(C(=O)NCCCN3CCCCC3C)n(-c3ccc([N+](=O)[O-])cc3)n2)cc1 (centres undefined)	-4.5	-4.5	20.4
Cc1cnc(NC(=O)c2cc(S(=O)(=O)NCC(C)C)ccc2Br)s1	-4.2	.	10.2
Cc1cccc(CN2CCN(c3ccc(Cl)cc3C)C(=O)C2C)c1 (centres undefined)	-0.1	-4.4	1.5
O=C(CCCc1cccs1)NC1CC(=O)N(Cc2ccccc2Cl)C1 (centres undefined)	-0.5	.	2.6
Cc1ccccc1-n1c(SCc2nc(C(=O)N3CCN(Cc4ccccc4)CC3)cs2)nnc1-c1ccco1	-3.7	-5.8	19.6
CSc1nc2c(c(=O)n1-c1ccc(OC(F)(F)F)cc1)SCC2	-10.1	-7.2	-3.2
COc1ccc(-c2cc(=O)c3c(OC)c(OC)c(OC)c(OC)c3o2)cc1OC	-4.0&-4.5	.	-3.9&-10.7
CN(C)c1ccc(C(=O)NCCn2ncccc2=O)cc1	-4.9	.	1.8
Cc1occc1CNC(=O)c1c(C(F)(F)F)nn(C)c1C(F)(F)F	-9.1	.	0.5
Cc1ccc(-n2c(SCc3ccc(Cl)c(Cl)c3)nnc2C2CCCCC2)cc1	-2.1	-2.7	.
Cc1ccc(C)c(CS(=O)C(C)C(=O)Nc2ccc(Cl)cc2C(F)(F)F)c1 (centres undefined)	-3.8	.	0.6
O=C(N1CCCN(c2nc(Cc3ccc(F)cc3)ns2)CC1)C12CC3CC(CC(C3)C1)C2	-14.7	-5.4	-7.8
COCCNC(=O)CCN(Cc1ccccc1)c1nc(C2CC2)nc2ccccc12	-3.4	-4.5	-5.3
c1ccc(Oc2cccc(-c3nccc4[nH]nc(-c5ccncc5)c34)c2)cc1	-2.9	-4.6	16.2
Fc1ccc(Cc2nc3n(n2)N=C(c2ccc(Cl)cc2)CS3)cc1	-6.6	.	6.4
COc1ccccc1CCNC(=O)C1CCC(c2cccc(C)c2)N(C(=O)C2CC2)C1 (centres undefined)	-4.1	.	-0.1
CNc1ccc(-c2ccc(OC)nc2)cn1	-17.1	.	1.7
O=C(NCc1nnnn1-c1ccc(F)c(F)c1)c1cccc2ccccc12	-4.9	-7.2	1.5
O=C1CC(NS(=O)(=O)N2CCCCC2)CN1CCc1ccc(F)cc1 (centres undefined)	-2.9	.	6.3
Next part
SMILES	hcGAS inh	mcGAS lum	NPYLR7 agonist
CC(C)c1noc(OCC(=O)NCC(F)(F)F)n1	-7.3	.	7.8
CN1CC2(CCCN(C(=O)CCc3nc(Cl)n[nH]3)CC2)OC1=O (centres undefined)	1.1	.	1.0
Cc1cc2c(cc1O)NC(=O)CC2c1cnc(-c2ccccc2C)s1 (centres undefined)	-5.9	-3.2	5.8
O=C(C1CCCC1)N1CCC(n2c(=O)oc3ccc(F)cc32)CC1	0.7	-3.7	11.7
C=CCCC(=O)N1CCCC1C(=O)Nc1cccc(-n2cccn2)c1 (centres undefined)	-12.1	.	0.9
COc1ccc(Cn2cc(C(=O)N3CCN(C/C=C/c4ccccc4)CC3)nn2)cc1	2.0	.	-0.3
CCCC(C)NC(=O)c1ccccc1-c1ncc(-c2ccccc2F)o1 (centres undefined)	-2.3	.	-1.1
Cc1nc(=O)c2ccccc2n1C1=CCN(Cc2ccccc2)CC1	4.8	.	-9.4
NS(=O)(=O)c1cccc2c(O)c(N=O)ccc12	-2.9	-4.2	-9.9
CCc1nc(SCC(=O)NCc2ccc(Cl)cc2)n[nH]1	1.6	.	6.2
Cc1ccc(NC(=O)CC(=O)N[C@H]2COC[C@@H]2N2CCCCC2)cc1	-2.0	-13.1	0.5
Cc1cccc(NC(=O)CCC2CCN(C(=O)Cc3ccsc3)CC2)c1	2.9&-4.5	.	-1.8&17.8
COc1ccc(N2C(=O)C(c3c(-c4ccccc4)[nH]n(Cc4ccccc4)c3=O)=C(N3CCC(C)CC3)C2=O)c(OC)c1	-8.1	-3.9	5.9
CC(Nc1ccc2c(c1)NC(=O)C(C)O2)C(=O)NC12CC3CC(CC(C3)C1)C2 (centres undefined)	-8.8	.	0.0
Cc1ncccc1C(=O)N1CCCC(CNC(=O)C2(c3ccc(Cl)cc3)CC2)C1 (centres undefined)	-6.3&6.5	.	22.2&0.3
CCOC(=O)c1ccccc1NC(=O)N1CCC2(CC1)NCCNC2=O	-4.1	-12.7	5.7
COc1cccc(-c2cc(C(=O)O)c3c(C)nn(C4CCS(=O)(=O)C4)c3n2)c1 (centres undefined)	-13.2	.	-2.6
Cc1nc(C(=O)OCC2CN(CC(C)C)CCO2)c2ccccn12 (centres undefined)	-7.3	.	5.9
O=C(O)C=CC1=Cc2cc(Cl)ccc2OC1	-0.1	.	-0.6
NC(=O)COC(=O)c1ccccc1Nc1cccc(C(F)(F)F)c1	3.8	.	-15.1

Compound profiles, from the list above. Values in the order: hcGAS inh, mcGAS lum, NPYLR7 agonist
Entry for COc1cccc(-c2cc(C(=O)O)c3c(C)nn(C4CCS(=O)(=O)C4)c3n2)c1 (centres undefined) : -13.2, ., -2.6
Entry for O=C(O)C=CC1=Cc2cc(Cl)ccc2OC1 : -0.1, ., -0.6
Entry for CCc1nc(SCC(=O)NCc2ccc(Cl)cc2)n[nH]1 : 1.6, ., 6.2

In a second layout: five of the compounds above.
molecule,hcGAS inh,mcGAS lum,NPYLR7 agonist
CCCC(C)NC(=O)c1ccccc1-c1ncc(-c2ccccc2F)o1 (centres undefined),-2.3,.,-1.1
Cc1nc(=O)c2ccccc2n1C1=CCN(Cc2ccccc2)CC1,4.8,.,-9.4
NS(=O)(=O)c1cccc2c(O)c(N=O)ccc12,-2.9,-4.2,-9.9
CCc1nc(SCC(=O)NCc2ccc(Cl)cc2)n[nH]1,1.6,.,6.2
Cc1ccc(NC(=O)CC(=O)N[C@H]2COC[C@@H]2N2CCCCC2)cc1,-2.0,-13.1,0.5

Laid out differently: entries from further up.
SMILES,hcGAS inh,mcGAS lum,NPYLR7 agonist
Cc1ccc(NC(=O)CC(=O)N[C@H]2COC[C@@H]2N2CCCCC2)cc1,-2.0,-13.1,0.5
Cc1cccc(NC(=O)CCC2CCN(C(=O)Cc3ccsc3)CC2)c1,2.9&-4.5,.,-1.8&17.8
COc1ccc(N2C(=O)C(c3c(-c4ccccc4)[nH]n(Cc4ccccc4)c3=O)=C(N3CCC(C)CC3)C2=O)c(OC)c1,-8.1,-3.9,5.9

(cont.)
SMILES	hcGAS inh	mcGAS lum	NPYLR7 agonist
O=C(c1nc(-c2cccs2)n(-c2ccc(F)cc2)n1)N1CCCCC1	8.0	0.9	2.6
Cc1cc(C(F)F)n2nc(C(=O)Nc3ccc(C#N)cc3)nc2n1	-2.4	.	-18.6
O=C(CSc1nnc2ccccn12)NCCc1ccccc1	-7.8	-8.8	.
COC(=O)c1ccc(CN(CC(=O)N(CCc2c[nH]c3ccccc23)Cc2ccc(Cl)c(Cl)c2)C2CC2)o1	-2.4	-4.5	0.4
Cc1cc(-c2cc3c(n(Cc4cccnc4)c2=O)CCN(C(=O)c2n[nH]c4c2CCC4)C3)ccc1F	-4.7	-15.3	12.2
COc1cc2c(cc1OC)CN(S(=O)(=O)c1ccc(OC)c(N3CCN(C(=O)c4cc(F)cc(C(F)(F)F)c4)CC3)c1)CC2	8.5	1.0	0.8
CCc1ccc(-c2c(-c3ccccc3)ncn2Cc2ccc(C(=O)NC)o2)o1	-4.2	-15.4	6.5
Cc1cccc(CNC(=O)N2CCN3CCN(C)C(=O)C3C2)c1 (centres undefined)	-4.9	-13.7	2.5

Part of the list above in another layout:
canonical_smiles | hcGAS inh | mcGAS lum | NPYLR7 agonist
Cc1cc(C(F)F)n2nc(C(=O)Nc3ccc(C#N)cc3)nc2n1 | -2.4 | . | -18.6
O=C(CSc1nnc2ccccn12)NCCc1ccccc1 | -7.8 | -8.8 | .
